USP1 inh = Inhibitors of USP1/UAF1: Primary Screen | AID 743255, 2014 | Potency, µM (titrated, usually from 57.1 µM), for inactives: at the highest dose activity change, negative = inhibition, most hits filed as inhibitors | Ubiquitin carboxyl-terminal hydrolase 1 (Homo sapiens), O94782 | recombinant USP1/UAF1, Ub-Rhodamine cleavage fluorescence | hit rate 0.23% among 390,000; also: potency is read from the fitted curve at half-maximal effect; % is scaled to controls: 0 for no effect and ±100 for the full control effect; nearly all actives have a fitted effect of over 60% in size; inactives centre near -12
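USP1/UAF1 complex at 1 nM was preincubated with compound for 15 min at room temperature, then Ub-Rho substrate (150nM final) was added. Fluorescence (480/540 nm) was read kinetically, 6 reads every 60 seconds.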
HP1b chromo inh = HTS for Inhibitors of HP1-beta Chromodomain Interactions with Methylated Histone Tails. Potency, µM (top dose mostly 114 µM), without a hit: at the top dose activity change, negative = inhibition, hits mostly inhibitors. AID 540317, 2011. Chromobox protein homolog 1 (Homo sapiens), P83916. AlphaScreen HP1-beta / biotin-H3K9me3 peptide binding. hit rate 0.56% among 390,000; also: potency is read from the fitted curve at half-maximal effect; nearly all actives have a fitted effect of over 70% in size; inactives centre near 23
Target sequence (P83916 whole entry, looked up): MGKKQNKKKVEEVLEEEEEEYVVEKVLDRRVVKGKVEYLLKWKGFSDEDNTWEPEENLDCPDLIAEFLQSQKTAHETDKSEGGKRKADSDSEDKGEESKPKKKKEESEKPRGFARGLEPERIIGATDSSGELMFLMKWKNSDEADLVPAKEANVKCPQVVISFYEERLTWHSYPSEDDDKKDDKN
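Compound inhibition of the preformed complex between 50 nM HP1-beta and 50 nM biotinylated H3K9me3 peptide was read by AlphaScreen. Buffer was PBS pH 7.4 with 0.01% Tween-20. Incubations ran 30 min at room temperature, with 10 ug/mL donor/acceptor beads.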
Tb PGK inh = qHTS Assay to Find Inhibitors of Phosphoglycerate Kinase; Potency, µM (titrated, usually from 57.5 µM), without a hit: at the top dose activity change, negative = inhibition, hits mostly inhibitors; hit rate 0.043% among 380,000; Phosphoglycerate kinase, glycosomal (Trypanosoma brucei brucei), P07378; PGK/GAPDH coupled, Kinase-Glo luminescence, 60 min; AID 602233, 2012; also: potency is read from the fitted curve at half-maximal effect; % is scaled to controls: 0 for no effect and ±100 for the full control effect; nearly all actives have a fitted effect of over 60% in size
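Luminescent ATP detection (Kinase-Glo Plus) follows a 60-minute room-temperature incubation, with wells lacking PGK as controls. Buffer: 100 mM TEA (pH 7.6), 5 mM MgCl2, 0.01% Tween-20. Coupling enzyme GAPDH (100 nM final) supplies unstable 1,3-BPG in-well.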
TrxR1 substrate = qHTS Assay for Substrates of Mammalian Selenoprotein Thioredoxin Reductase 1 (TrxR1): qHTS. AID 588456, 2011. Thioredoxin reductase 1, cytoplasmic (Rattus norvegicus), O89049. Potency, µM (series often up to 114 µM), inactives show at the highest dose activity change, negative = substrate turnover. hit rate 0.01% among 390,000. purified TrxR1 substrate turnover, NADPH consumption readout; also: potency is read from the fitted curve at half-maximal effect; % is scaled to controls: 0 for no effect and ±100 for the full control effect; nearly all actives have a fitted effect of over 50% in size
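Rat TrxR1, dispensed at 90 nM, was prereduced with 400 uM NADPH (final) for 5 min at ~22 deg C, then incubated with compound 15 min before 400 uM selenite. A first-read NADPH fluorescence drop versus no-compound background flagged substrates.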
PI4K2A block = qHTS for small molecular inhibitors of PI4K2A; purified PI4K2A, ADP-Glo luminescence, 1 h; hits give low values; activity change, negative = inhibition, % at 76.9 µM; hit rate 0.13% among 420,000; in the data active = activity change below about -50%; inconclusive = mostly about -30% to -49%;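 also: -100% = wells without enzyme as full effect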
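ADP-Glo luminescence measured ADP generated by PI4K2A enzyme (4 ug/mL before mixing) with 1.2 mM PI substrate (pre-mix) and 300 microM ATP (pre-mix). Tris pH7.5 buffer with MgCl2, Triton X-100; 1 h reaction at ambient temperature.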
rTrxR1 inhibitor = qHTS Assay for Inhibitors of Mammalian Selenoprotein Thioredoxin Reductase 1 (TrxR1): qHTS. Thioredoxin reductase 1, cytoplasmic (Rattus norvegicus), O89049. hit rate 1% among 390,000. recombinant rTrxR1, NADPH fluorescence consumption, selenite substrate. Potency, µM (highest dose often 114 µM), inactives show at the highest dose activity change, negative = inhibition, actives largely listed as inhibitors; also: potency is read from the fitted curve at half-maximal effect; % is scaled to controls: 0 for no effect and ±100 for the full control effect; nearly all actives have a fitted effect of over 65% in size
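Rat TrxR1 (90 nM in the dispensed reagent) was pre-reduced with 400 uM NADPH for 5 min at room temperature, then incubated with compound for 15 min. After 400 uM selenite was added, NADPH fluorescence (Ex 340/Em 450 nm) was followed for 8 min.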
Pin1 inhibitor = qHTS Assay to Find Inhibitors of Pin1; Peptidyl-prolyl cis-trans isomerase NIMA-interacting 1 (Homo sapiens), Q13526; Pin1 FP peptide displacement, HiFluor488, 10 min; Potency, µM (doses to about 115 µM), without a hit: at the top dose activity, negative = inhibition, usual class: inhibitors; hit rate 0.009% among 390,000; AID 504891, 2011; active = well fitted inhibition curve with a large enough effect in the polarisation, with a control signal flat, not every such curve was filed as active; inconclusive = small, poorly fitted or top-dose-only effect, or effect the other way, or a change in a side signal; inactive = no such curve, though single readings can be large or run the other way; the % refers to the polarisation; also: potency is read from the fitted curve at half-maximal effect; % is scaled to controls: 0 for no effect and ±100 for the full control effect
Target sequence (Q13526 whole entry, looked up): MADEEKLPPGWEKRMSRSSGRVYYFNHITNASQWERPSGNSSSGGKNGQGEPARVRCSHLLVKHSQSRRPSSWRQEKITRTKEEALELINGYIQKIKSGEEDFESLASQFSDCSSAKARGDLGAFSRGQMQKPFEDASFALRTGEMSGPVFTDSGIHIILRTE
GLS inh = qHTS for Inhibitors of Glutaminase (GLS). Glutaminase kidney isoform, mitochondrial (Homo sapiens), O94925. GLS enzymatic activity, qHTS titration. Potency, µM (top dose mostly 45.5 µM), for inactives: at the top dose activity change, negative = inhibition, usual class: inhibitors. hit rate 0.21% among 410,000. AID 624170, 2012; also: potency is read from the fitted curve at half-maximal effect; % is scaled to controls: 0 for no effect and ±100 for the full control effect
Target sequence (O94925 whole entry, looked up, canonical isoform): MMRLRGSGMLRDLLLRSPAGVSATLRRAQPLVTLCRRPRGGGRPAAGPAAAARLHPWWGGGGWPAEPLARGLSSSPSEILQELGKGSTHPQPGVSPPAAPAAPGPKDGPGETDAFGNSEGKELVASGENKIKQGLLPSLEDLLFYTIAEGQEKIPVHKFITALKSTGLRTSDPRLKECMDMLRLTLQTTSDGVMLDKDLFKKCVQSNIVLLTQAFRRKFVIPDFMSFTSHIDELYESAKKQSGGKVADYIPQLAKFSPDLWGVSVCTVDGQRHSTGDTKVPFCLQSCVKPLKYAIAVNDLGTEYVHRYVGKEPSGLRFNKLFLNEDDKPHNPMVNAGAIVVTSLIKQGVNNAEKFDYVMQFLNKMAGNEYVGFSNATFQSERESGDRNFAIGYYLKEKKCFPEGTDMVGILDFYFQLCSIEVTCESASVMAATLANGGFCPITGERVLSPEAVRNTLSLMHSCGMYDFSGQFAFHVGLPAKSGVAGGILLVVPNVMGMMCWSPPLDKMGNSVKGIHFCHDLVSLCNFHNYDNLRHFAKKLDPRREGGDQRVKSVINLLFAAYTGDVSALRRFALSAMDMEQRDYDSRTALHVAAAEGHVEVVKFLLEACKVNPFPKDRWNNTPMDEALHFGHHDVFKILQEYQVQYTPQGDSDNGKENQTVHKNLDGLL
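Glutamate formation by hKGA was monitored fluorometrically using coupled glutamate oxidase, HRP and Amplex Red. Substrate was added as 1 mM L-glutamine solution; incubation was 30 min at RT after an initial read.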
IDH1 R132H inh = qHTS for Inhibitors of mutant isocitrate dehydrogenase 1 (IDH1): qHTS; IDH1-R132H enzyme, NADPH consumption, diaphorase/resazurin fluorescence; Potency, µM (doses to about 76.6 µM), without a hit: at the top dose activity change, negative = inhibition, usual class: inhibitors; hit rate 0.093% among 390,000; also: potency is read from the fitted curve at half-maximal effect; % is scaled to controls: 0 for no effect and ±100 for the full control effect; nearly all actives have a fitted effect of over 65% in size
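IDH1-R132H (0.5 ug/mL) preincubated 30 min with compound, then NADPH (0.016 mM) and alpha-KG (2 mM) added; 80 min at RT, pH 7.5. Remaining NADPH coupled via diaphorase/resazurin to fluorescence (540/590 nm); concentration-response curves normalized to no-enzyme control.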
* marks the source's active call; other numbers are inactive results; i = inactive; ? = inconclusive; · = no result given; & = joins results of further samples; [ ] = remark or other dose. Unless noted, calls follow the shape of the dose curve; as a rule, active = well fitted curve in the direction sought with a large enough effect; inconclusive = small, poorly fitted or top-dose-only effect, or another doubt; inactive = no such curve, though single readings can be large; an effect the other way counts as inactive or inconclusive. Some of the compounds tested; count on the stated rates, not on these rows.

Results follow in this order: USP1 inh, HP1b chromo inh, Tb PGK inh, TrxR1 substrate, PI4K2A block, rTrxR1 inhibitor, Pin1 inhibitor, GLS inh, IDH1 R132H inh
1. CC(C)OCCCNC(=O)Cc1ccc(NC(=O)N2CCCCc3ccccc32)cc1
    -22%, -3%, -6%, 8%[57.1 µM], 1, 23%[57.1 µM], 2%, -10%, -7%
2. Cc1nc(NCCC(C)C)c2nnn(Cc3ccccc3)c2n1
    -11%, 55%[activator], i, 6%, -6, 9%, -2%, 1%, 0%
3. Cn1c(=O)c2c(nc(CN3CCN(C(=O)c4ccco4)CC3)n2Cc2ccc(F)cc2)n(C)c1=O
    -24%, 4%, i, 5%, 1, -36%, 0%, 3%, 1%
4. O=C1NCCN(Cc2ccc(-c3ccccc3)cc2)C1CC(=O)N1CCN(CCO)CC1 (stereo unspecified)
    -11%, 8%[57 µM], -4%, -12%, 5, -13%, ?, 0%, 0%
5. COc1ccc(CNc2nc3c(c(=O)n(Cc4ccc(F)cc4)c(=O)n3C)n2C)cc1
    -21%, -5%, -8%, -6%, 1, 2%, 7%, -8%, 2%
6. COc1cccc(/C(C)=N/NC(=O)c2ccc(N(C)C)cc2)c1
    -1%, 30%, -3%, -4%, -4, -1%, -1%, 34%, -3%
7. O=C(NC(=S)N1CCCCC1c1cccnc1)c1ccccc1 (stereo unspecified)
    -20%, 7%, 0%, 5%[57.1 µM], -2, 11%[57.1 µM], -2%, 24%, -5%
8. Oc1ccccc1-c1nc2cnccn2c1Nc1ccc(Cl)cc1
    -26%, 8%, -2%, 7%[2.29 µM], -1, 13%, 4%, 4%, -18%
9. COCCNC(=S)NNC(=O)c1cccs1
    -7%, 41%[activator], -4%, 0%, -3, 7%, 0%, 3%, 0%
10. CCCCN(C)S(=O)(=O)c1cc2c3c(c1)CCC(=O)N3CCC2
    -15%, 38%, -9%, 0%, -6, 23%, 2%, -1%, -6%
11. CC(=O)NCCCOc1ccc([N+](=O)[O-])cc1Cl
    5%, 38%, 10%, -9%[57.1 µM], -3, -5%[57.1 µM], 1%, 10%, -8%
12. CCOc1ccc(NC(=O)CSc2nnnn2-c2ccc(C(N)=O)cc2)cc1
    -16%, 17%, 2%, 5%[57.1 µM], 3, -5%[57.1 µM], 9%, 85%[activator], -3%
13. Cc1[nH]nc2c1C(c1ccsc1)C1=C(CC(C)(C)CC1=O)N2 (stereo unspecified)
    -12%, 5%, 2%, 23%[57.1 µM], -5, -5%[57.1 µM], -4%, 13%, 5%
14. CN(C(=O)c1cccc(NC(=O)Cc2cccc(NC(=O)C3CCN(S(=O)(=O)c4cccc([N+](=O)[O-])c4)CC3)c2)c1)C1CC1
    -23%, 25%, 2%, -6%, -2, 4%, -4%, 1%, -11%
15. Cc1ccc(CNC(=O)c2ccc(CS(=O)(=O)Cc3ccc(C)cc3)o2)cc1
    ?, 21%, 1%, 6%[57.1 µM], -3, 16%[57.1 µM], ?, 6%, -28%
16. O=C(NC(=S)N1CCCCC1)c1cccs1
    3%, -8%, -12%, -5%, 0, -20%, 6%, 17%, 6%
17. COc1ccccc1CCNC(=O)c1nccnc1C(=O)O
    -18%, 14%, 0%, 8%[57.1 µM], 3, 12%[57.1 µM], -1%, -4%, 3%
18. O=C(Nc1ccc(C(=O)N2CCOCC2)cc1)Nc1cccc(C(F)(F)F)c1
    -19%, 31%, -10%, -2%, 3, 7%, -2%, -11%, 3%
19. COc1cc(Br)cc(CN2CCN(C=O)CC2)c1O
    -2%, 22%, i, 5%[57.1 µM], 0, 24%, -2%, 33%[activator], 2%
20. CN(C)c1ccc(N=Nc2ccc(S(N)(=O)=O)cc2)cc1
    -1%, -21%, -7%, 6%[57.1 µM], -22, 13%[57.1 µM], 7%, 1%, 2%
21. COc1ccc(NC(=O)C2CCCN(c3c4c(nc5ncnn35)CCC4)C2)cc1OC (stereo unspecified)
    -8%, 33%[activator], -2%, -3%[57.1 µM], 1, 13%, -7%, -7%, -1%
22. CCOC(=O)N1CCC(Nc2c(-c3ccccc3)c(=O)c2=O)CC1
    -21%, 14%, -5%, -14%, 2, ?, 3%, 31%[activator], 3%
23. CCN(CC)c1ccc(NC(=O)COC(=O)C23CCC(=O)N2c2ccccc2S3)cc1 (stereo unspecified)
    -15%, ?, 0%, -9%, -3, -9%, -3%, 9%, 9%
24. Cc1onc(-c2ccccc2Cl)c1C(=O)OCC(=O)N1CCCCC1
    -9%, 5%, -12%, 6%, -6, 32%, -7%, -19%, -2%
25. COc1cc(/C=C/c2nc3ccccc3c(=O)[nH]2)cc(OC)c1OC
    -12%, 26%, -4%, -6%, 5, -14%, -4%, -11%, 0%
26. COc1ccc(-c2nc(C3CCCCC3)no2)cc1OC
    -18%, 73%[activator], 0%, -1%, 5, 12%, -3%, -1%, 11%
27. CC(=O)N1C=CN(C(C)=O)C(c2cn(C)c3ccccc23)C1c1cn(C)c2ccccc12 (stereo unspecified)
    -14%, -34%, 0%, -11%, -8, 12%[57.1 µM], -9%, 3%, 7%
28. COc1ccc(CCC(=O)OCC(=O)Nc2sccc2C#N)cc1
    -24%, 38%, 0%, 1%, 9, 14%, ?, 2%, 3%
29. COc1ccc(OC)c(-c2noc(CSc3nnc(-c4ccccc4)n3-c3ccccc3)n2)c1
    -5%, 9%, -3%, 5%, -3, 14%, ?, -2%, -19%
30. CCOc1ccc(/C=C/C(=O)c2ccc(-c3ccccc3)cc2)cc1
    -4%, 3%, -10%, 10%[57.1 µM], -2, 15%[57.1 µM], 1%, 10%, 4%
31. Cn1c(C(=O)N2CCCC(C(=O)O)C2)cc2sccc21 (stereo unspecified)
    -7%, 23%, -4%, 12%[57.1 µM], -5, -4%[57.1 µM], -6%, -5%, 2%
32. Cn1cc(-c2cc3n(n2)CCC(=O)N3CCCC(=O)Nc2ccc(Cl)cc2)c2ccccc21
    -27%, 15%[57 µM], -3%, 7%[57.1 µM], -9, 23%[57.1 µM], -4%, -6%, 3%
33. CN(C(=O)c1cc(COc2ccc(F)c(F)c2)on1)C1CCOC1 (stereo unspecified)
    -1%, 29%, -5%, 3%[57.1 µM], -2, 21%[57.1 µM], 0%, 6%, -12%
34. CCN=c1scc(C)n1/N=C/c1cc(Br)c(O)c(OC)c1
    -9%, ?, i, -7%[57.1 µM], -1, -3%[57.1 µM], 16%, 0%, -2%
35. CC(C)(C)c1nnc(NC(=O)C2CCN(C(=O)c3ccco3)CC2)s1
    -6%, 3%, i, 3%[0.0914 µM], 1, 8%, -6%, 9%, 3%
36. CSCCC(NC(=O)C1CCCCC1)C(=O)Nc1ccc(F)c(Cl)c1 (stereo unspecified)
    -23%, 18%, 11%, 5%[2.29 µM], -1, 7%, 3%, 1%, -10%
37. N#C/C(=C\c1ccc(-c2ccccc2C(=O)O)o1)c1nc2ccccc2[nH]1
    ?, 5%&-16%, 7%, ?, -3&-1, ?, ?, -21%&-6%, 7%&-25%
38. O=[N+]([O-])c1cc(Br)ccc1NS(=O)(=O)c1ccccc1
    -12%, 7%[57 µM], -3%, 5%[57.1 µM], -3, 7%[2.29 µM], -9%, 1%, 9%
39. CCN(CC)CC(O)Cn1c(-c2cccc(Cl)c2)nc2cc(C)c(C)cc21 (stereo unspecified)
    -1%, 31%, 7%, 7%, -3, -8%, -3%, 0%, -6%
40. O=C(CNC(=O)c1ccncc1)N/N=C/c1ccc(O)cc1O
    -19%, 43%[activator], -3%, -4%, 2, 16%, -7%, ?, 1%
41. C/C(=N\NC(=O)CNc1cccc(C)c1)c1ccc(Br)s1
    -14%, 15%, -6%, -20%, -2, -15%, 1%, 19%, 8%
42. CCN(C(=O)c1coc(=O)c2ccccc12)c1cc(OC)ccc1OC
    -7%, 41%[activator], i, 5%[57.1 µM], -6, 4%[57.1 µM], 2%, 14%, 5%
43. O=C(NNC(=O)c1ccccc1F)c1ccc(NS(=O)(=O)c2ccc(F)cc2)cc1
    -6%, 29%, i, -12%, 0, -12%, 1%, -3%, 10%
44. COc1ccc(C(=O)NCC(C)NC(=O)c2ccc(OC)c(Br)c2)cc1Br (stereo unspecified)
    -5%, 45%[activator], 5%, -7%, 5, -11%, 2%, 8%, -6%
45. CCn1nnc2cc(C(=O)NCC(c3ccccc3OC)N(C)C)ccc21 (stereo unspecified)
    -11%, 7%, 6%, 11%[57.1 µM], 4, -37%, 11%, 7%, 7%
46. Cc1ccc(Nc2n[nH]c(=S)s2)c(C)c1
    -16%, ·, -3%, ·, 0, ·, ·, 15%, -5%

Source: PubChem BioAssay (National Center for Advancing Translational Sciences (NCATS))
